Tau fluor counter – counter-screen for tau fibril formation inhibitors | tau K18 P301L Alexa594 fluorescence, heparin fibrillization | Potency, µM (series often up to 57.7 µM), without a hit: top-dose activity change, negative = decrease | 280,000 compounds, 0.93% hits | AID 1463; note: potency is the fitted concentration of half-maximal effect; % is set by controls: 0 for no effect and ±100 for the full control effect; nearly all actives have a fitted effect of over 55% in size
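Human tau K18 P301L (15 uM unlabeled, 0.24 uM Alexa 594-labeled) in 100 mM sodium acetate pH 7 with 20 uM heparin, 6 hr at 37 C. ThT 30 uM added, 1 hr ambient; Alexa 594 FP and total fluorescence read at 555/632 nm.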
GLA spleen mod – inhibitors or activators of human alpha-galactosidase in spleen homogenate | P06280 | human spleen homogenate, 4MU-alpha-Gal fluorescence, 40 min | Potency, µM (top dose mostly 80 µM), without a hit: top-dose activity change, negative = inhibition, most hits filed as inhibitors | 240,000 compounds, 0.008% hits;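 note: potency is the fitted concentration of half-maximal effect; 0% = enzyme with vehicle and -100% = no enzyme basal signal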
Target sequence (P06280 32-429 limits assumed): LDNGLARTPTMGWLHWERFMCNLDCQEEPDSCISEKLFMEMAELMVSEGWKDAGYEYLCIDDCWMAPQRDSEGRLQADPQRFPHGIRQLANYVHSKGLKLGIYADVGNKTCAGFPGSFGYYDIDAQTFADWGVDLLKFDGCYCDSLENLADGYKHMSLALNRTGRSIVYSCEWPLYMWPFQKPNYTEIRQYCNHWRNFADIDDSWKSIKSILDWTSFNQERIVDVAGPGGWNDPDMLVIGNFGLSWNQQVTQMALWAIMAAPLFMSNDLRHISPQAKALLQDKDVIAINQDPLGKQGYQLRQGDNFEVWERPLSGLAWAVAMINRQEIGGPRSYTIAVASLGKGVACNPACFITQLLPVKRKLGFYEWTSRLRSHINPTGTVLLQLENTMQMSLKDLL
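Inhibition or activation of alpha-galactosidase in human spleen homogenate is scored by 4-MU fluorescence after 40 min at 37C, pH 5.0, with 1 mM substrate. AC50s come from concentration-response fitted to the Hill equation.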
Epigenetic reg – regulators of epigenetic silencing causing reporter derepression in mouse cells; Potency, µM (highest dose often 53.9 µM), for inactives: top-dose GFP activation, hits mostly activators; 280,000 compounds, 0.2% hits; murine LDR cells, GFP reporter derepression, 30 h; note: potency is the fitted concentration of half-maximal effect; % of control where 0% means no effect; nearly all actives have a fitted effect of over 60% in size
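Readout is the number of GFP-expressing murine LDR cells, counted by cytometry following washing. Cells were treated with compound for 30 h at 37 C; the stably integrated CMV-GFP locus is normally silent.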
TR SRC2 fluor cs – Texas Red fluorescence interference in TRb-SRC2 counter-screen; TRb/SRC2 Texas Red total fluorescence interference; Potency, µM (doses to about 106 µM), without a hit: top-dose fluorescence change, negative = quenching; 280,000 compounds, 0.29% hits; AID 1479; active = well fitted curve in either direction with a large enough effect; inconclusive = small, poorly fitted or top-dose-only effect; note: potency is the fitted concentration of half-maximal effect; % is set by controls: 0 for no effect and ±100 for the full control effect
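Human TRβ ligand-binding domain (0.6 uM) and Texas Red SRC2 peptide (20 nM) in Tris buffer with 1 uM T3 and 5% DMSO were incubated with pinned compound for 5 hr at ambient temperature. Total fluorescence was computed as S + 2P (555/632 nm).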
Tau fibril FP – inhibitors of human tau fibril formation; AID 1468; Potency, µM (doses to about 57.7 µM), inactives show at the highest dose activity, negative = inhibition, most hits filed as inhibitors; P10636; 280,000 compounds, 0.39% hits; K18 P301L tau heparin fibrillization, Alexa594 FP, 6 h; note: potency is the fitted concentration of half-maximal effect; % is set by controls: 0 for no effect and ±100 for the full control effect; nearly all actives have a fitted effect of over 55% in size
Target sequence (P10636 561-689 P618L limits assumed): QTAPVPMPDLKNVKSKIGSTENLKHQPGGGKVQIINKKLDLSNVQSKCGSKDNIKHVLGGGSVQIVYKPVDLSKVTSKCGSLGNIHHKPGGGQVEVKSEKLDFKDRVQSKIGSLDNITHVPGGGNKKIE
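Compound effects on tau fibrillization are measured by Alexa 594 fluorescence polarization (ex 555, em 632 nm). K18 P301L tau is used at 15 uM with 0.24 uM labeled tracer, and 20 uM heparin induces aggregation over 6 hr at 37 C.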
CBFb RUNX1 block – CBF-beta/RUNX1 interaction disruption; AlphaScreen CBFb-His/RUNX1-biotin binding, biochemical; Potency, µM (doses to about 59.8 µM), for inactives: at the top dose activity, negative = inhibition, hits mostly inhibitors; 230,000 tested, under 10 active; note: % of control where 0% means no effect
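Inhibition was taken as any reduction in AlphaScreen signal from the CBF-beta–RUNX1 pair (His and biotin tags, 30 nM each), measured after compound (15 min) and bead (90 min) incubations at room temperature.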
TRb SRC2 PPI – TRbeta-SRC2 interaction inhibition | P10828 | TRbeta-SRC2 peptide binding, fluorescence polarization; receptor liganded with 1 µM T3 | Potency, µM (highest dose often 106 µM), for inactives: top-dose activity change, negative = inhibition, hits mostly inhibitors | 280,000 compounds, 0.065% hits | AID 1469;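 note: potency is the fitted concentration of half-maximal effect; plate controls were bound peptide for no effect and peptide without receptor for full effect; nearly all actives have a fitted effect of over 50% in size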
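Quantitative HTS by FP: 0.6 uM TRb LBD, 20 nM labeled SRC2 20-mer, 1 uM T3, 5% DMSO; 5 hr ambient incubation; % activity per concentration and potencies from concentration series.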
NPSR antagonist – antagonists of human neuropeptide S receptor cAMP signaling. Q6W5P4. Potency, µM (top dose mostly 38.3 µM), without a hit: at the top dose activity change, negative = inhibition, most hits filed as inhibitors. 220,000 compounds, 1% hits. AID 1461. CHO-NPSR cells, cAMP TR-FRET, antagonist mode; note: potency is the fitted concentration of half-maximal effect; % is set by controls: 0 for no effect and ±100 for the full control effect; nearly all actives have a fitted effect of over 50% in size; many of its hits are not listed in these tables
Target sequence (Q6W5P4 whole entry, looked up): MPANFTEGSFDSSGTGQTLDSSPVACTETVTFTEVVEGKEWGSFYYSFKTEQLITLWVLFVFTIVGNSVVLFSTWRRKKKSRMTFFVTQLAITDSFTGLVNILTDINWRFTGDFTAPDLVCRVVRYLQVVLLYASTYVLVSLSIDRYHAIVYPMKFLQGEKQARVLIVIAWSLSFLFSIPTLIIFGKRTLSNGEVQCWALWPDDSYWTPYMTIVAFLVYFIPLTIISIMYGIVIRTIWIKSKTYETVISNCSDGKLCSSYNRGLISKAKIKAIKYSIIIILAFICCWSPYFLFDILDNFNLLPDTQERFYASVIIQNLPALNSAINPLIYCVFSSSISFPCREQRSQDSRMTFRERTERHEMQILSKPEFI
* hit, by the source's call; ? = inconclusive; . = no result given; & = joins results of further samples; [ ] = dose if it differs, or a comment. Unless noted, calls come from the whole dose curve; as a rule, active = well fitted curve in the direction sought with a large enough effect; inconclusive = small, poorly fitted or top-dose-only effect, or another doubt; inactive = no such curve, though single readings can be large; an effect the other way counts as inactive or inconclusive. Not all compounds are listed; the hit share may differ from the screen's.

SMILES | Tau fluor counter | GLA spleen mod | Epigenetic reg | TR SRC2 fluor cs | Tau fibril FP | CBFb RUNX1 block | TRb SRC2 PPI | NPSR antagonist
CCC(C)NC(=O)CSc1nc2cc3c(cc2c(=O)n1CCCCCC(=O)NCc1ccc(OC)cc1)OCO3 (stereo unspecified) | -1% | . | -1.3% | 0% | -8% | . | -2% | .
COc1ccccc1NC(=O)CCN1CCN(C)CC1 | 7% | 17% | -4.3% | 0% | 4% | ? | -8% | -34%
OC(COCCOc1ccc(Br)cc1)CN1CCN(Cc2ccccc2)CC1 (stereo unspecified) | -7% | -3% | -1.0% | -2% | 2% | -5% | -6% | 12%
O=C(Nc1cccc(C2OCCCO2)c1)c1cccs1 | 8% | 4% | 4.5% | -2% | -1% | -7% | -2% | 8%
O=C(c1ccncc1)N1CCN(C2CCCCC2)CC1 | -5% | 2% | 5.2% | 1%[53 µM] | -6% | 3% | 1%[53 µM] | -14%
CCN(Cc1ccccc1)CC(O)COc1ccccc1 (stereo unspecified) | -11% | -7% | 2.8% | 0% | -7% | 0% | 10% | 6%[46.1 µM]
COc1ccccc1NC(=O)Cc1nc(CCl)cs1 | 1% | 2% | 0.0% | 0% | 7% | 12% | 5% | 10%
Cc1nnc(C)n1/N=C/c1cccnc1 | 3% | 5% | 0.5% | 1% | 6% | 5% | 5% | -2%[46.1 µM]
CCOc1ccccc1NC(=S)NC(=O)CCCOc1ccc(Cl)cc1Cl | ? | 7% | -7.0% | -2% | ? | 14% | -10% | -21%[46.1 µM]
Nc1nc(N2CCCCC2)nc2ccccc12 | 9% | ? | 0.7% | -6% | 6% | -1% | 1% | 3%[46.1 µM]
CCCC(=O)Nc1ccc(S(=O)(=O)N2CCCC2)cc1 | -6% | -4% | 0.1% | -5% | 2% | 0% | -4% | -4%[46.1 µM]
CCCOc1ccc(C(=O)N2CC3(CC(c4cccc(NC(=O)[C@@H]5CCC(=O)N5)c4)=NO3)C[C@H]2C(=O)NC2(C(N)=O)CC2)cc1 (stereo partly specified) | 3% | -2% | 8.1% | -3% | 7% | -2% | -1% | 0%[46.1 µM]
CC(=O)Nc1sc2c(c1C#N)CCCC2 | 0% | -4% | -0.7% | -2% | 0% | -5% | -13% | -12%[46.1 µM]
Cc1ccc(C)c(CN2C(=O)c3ccccc3Sc3ccc(C(=O)NC4CCCC4)cc32)c1 | -8% | . | -4.1% | -1% | -4% | . | 8% | .
Cn1nc(C(C)(C)C)c([N+](=O)[O-])c1C(=O)Nc1ccccc1 | 14% | -11% | -0.8% | -1% | 2% | -1% | 5% | 5%
CCOc1cc(N2CCOCC2)c(OCC)cc1NC(=O)CSc1n[nH]c(N)n1 | -7% | 2% | -5.3% | -1% | 5% | -27% | -6% | 1%
CC1CCc2c(sc3ncn4c(SCC(=O)NCc5ccco5)nnc4c23)C1 (stereo unspecified) | 0% | -2% | 0.8% | -4% | 3% | -4% | -1% | -22%[46.1 µM]
[O-][N+]12CCN(CC1)c1ccccc12 | 6% | -3% | -1.8% | -1% | 5% | -3% | 7% | 0%[46.1 µM]
Cn1c(CN2CCCC2)nc2cc(NC(=O)COc3ccc(Cl)cc3)ccc21 | -2% | -2% | 1.1% | 0% | 2% | -2% | -8% | -13%[46.1 µM]
O=C(CSc1nc2cc(Cl)ccc2s1)NC(=O)NCc1ccco1 | -6% | 2% | -1.0% | -5% | 4% | -19% | -13% | -10%[46.1 µM]
Cc1ccc(NC2=Nc3ccccc3CS2)cc1 | -10% | 14% | -1.0% | -5% | 0% | -2% | -3% | -4%[46.1 µM]
O=[N+]([O-])c1ccc(-n2cnc3ccccc32)c([N+](=O)[O-])c1 | -25% | -5% | 0.0% | -2% | -6% | -4% | 0% | 17%
Cc1cnccc1CN(C)C(=O)CC1C(=O)NCCN1CC1CCCCC1 (stereo unspecified) | -18% | 1% | 1.0% | -4% | 2%[2.34 µM] | -6% | -5% | 23%
CCn1cc(C(C)NC(=O)Nc2ccccc2C(=O)OC)c(C)n1 (stereo unspecified) | -7% | 4% | -3.5% | -2% | 6% | 2% | -2% | 8%
Cn1c(=O)[nH]c(=O)c2c1nc1n2CCN1c1ccccc1 | -9% | . | -0.6% | -90%[53 µM] | ? | . | -20%[53 µM] | .
CCOC(=O)C1CCCN(C(=O)COc2ccc(N(C)S(=O)(=O)c3ccc(C)cc3)cc2)C1 (stereo unspecified) | -13% | 3% | -0.3% | 0% | -4% | 9% | -6% | -15%
CCOc1cc(N2CCOCC2)c(OCC)cc1NC(=O)c1ccc2ccccc2n1 | ? | 2% | 1.5% | -8% | 12% | -4% | -6% | -19%
COc1ccccc1C(=O)NNC(=S)NC(=O)c1sc2ccccc2c1Cl | -21% | -27% | 1.9% | -2% | 11% | -11% | -12% | -15%
Cc1cccnc1NCC(O)COc1ccccc1 (stereo unspecified) | 0% | 7% | 0.0% | -1% | -1% | 9% | -5% | 4%[46.1 µM]
COc1ccc(C2/C(=C(\O)c3ccc4c(c3)OCCO4)C(=O)C(=O)N2CCCN(C)C)c(OC)c1 (stereo unspecified) | 1% | -4% | 0.4% | 0% | 0% | 2% | -1% | 0%[46.1 µM]
COc1ccc(O)c(C(=O)c2cnn(-c3ccccn3)c2)c1 | -7% | 11% | -1.4% | 0% | 0% | -10% | 3% | -15%
O=C(c1ccncc1)N1CCN(C(=O)c2cccs2)CC1 | 1% | 5% | -2.9% | 2% | -1% | 6% | 2% | 7%[46.1 µM]
CCCCCCCCCCOC(=O)NC1CCS(=O)(=O)C1 (stereo unspecified) | -19% | 3% | -3.5% | 0% | -4% | 5% | 0% | 21%
Cc1c(C(=O)Nc2ccccc2Cl)oc2ccc(S(=O)(=O)N3CCCCCC3)cc12 | 4% | . | 3.9% | -1% | -2% | . | 1% | .
COC(=O)C1CCN(C(=O)CCCOc2ccccc2)CC1 | -2% | 4% | -1.0% | 1% | 1% | 10% | -4% | -1%[46.1 µM]
CC(C)CC(COCc1cccc(C(F)(F)F)c1)N1CCN(C(=O)c2cccc(C(F)(F)F)c2)CCC1=O (stereo unspecified) | -10% | 7% | 1.0% | -1% | 13% | 10%[2.36 µM] | -1% | -49%
Cc1csc(NC(=O)CCN2C(=O)c3ccccc3S2(=O)=O)n1 | -6% | 3% | -1.0% | -5% | ? | 0% | -1% | -11%[46.1 µM]
CCn1c(SCC(=O)Nc2ccc(OC)cc2)nnc1-c1ccco1 | -7% | -4% | 0.0% | 0% | -7% | 10% | -11% | 0%[46.1 µM]
CCc1ccc(-c2[nH]nc3nc(-c4ccc(OC)cc4)cc(C(=O)NCCc4ccc(OC)c(OC)c4)c23)cc1 | -7% | . | ? | -4% | ? | . | -1% | .
Cc1ccc(SCc2c(C(=O)N/N=C/C3CC=CCC3)nnn2-c2nonc2N)cc1 (stereo unspecified) | -22% | 0% | 0.0% | 0% | -15% | 1% | 1% | 38%
COC(=O)C1=CO[C@@H](C)[C@H]2CN3CCc4c([nH]c5ccccc45)[C@@H]3C[C@H]12 | . | -12%&-13%[29.1 µM] | 7.9%&-1.4%[16.9 µM] | 4%&-1%[53 µM] | . | 0%&-3%[21.7 µM] | -2%&-2%[53 µM] | .
Cc1ccc2occ(CC(=O)Nc3nnc(C(C)C)s3)c2c1 | 5% | . | -0.8% | 5% | 0% | . | 3% | .
COc1ccc2c(c1)O[C@@H](c1cccc(C(F)(F)F)c1)[C@H](OC(=O)NCc1ccc3c(c1)OCO3)C2=O | -14% | 8% | 0.0% | -3% | 1% | -7% | 8% | .
CC(C)(C)NC(=O)C(c1ccccn1)N(C(=O)C1CSC(=O)C1)c1ccccc1F (stereo unspecified) | -3% | 2% | 7.4% | -1%[53 µM] | 0% | 5% | 4%[53 µM] | -1%
CC(=O)n1cc(C(C[N+](=O)[O-])SCCN)c2ccccc21 (stereo unspecified) | -19% | 2% | 2.3% | -2% | -10% | -3% | 9% | 10µM*
O=C(Cn1nc(C(=O)O)c2ccccc2c1=O)c1c[nH]c2ccccc12 | ? | -5% | -0.3% | -3% | -10% | -1% | 0% | 8%[7.67 µM]
O=C(NCc1cccs1)c1cccnc1C(=O)O | -3% | 4% | -1.0% | 1% | -1% | -3% | 5% | 1%[46.1 µM]
CCC(=O)N1CCc2cc(S(=O)(=O)N3CCN(c4ccccn4)CC3)ccc21 | -17% | 3% | -3.0% | -1% | 2% | 0% | 8% | -17%[46.1 µM]
Cn1nc(C(=O)N2CCN(S(=O)(=O)c3ccccc3)CC2)c2ccccc2c1=O | 0% | 3% | -4.0% | -4% | -1% | -1% | 2% | 4%[46.1 µM]
O=C(CSc1n[nH]c(-c2cccs2)n1)NCc1ccc2c(c1)OCO2 | -12% | 2% | 1.6% | -3% | -5% | 3% | -1% | -5%[46.1 µM]
CC(=O)N1N=C(c2ccccc2)CC1c1cn(C)c2ccccc12 (stereo unspecified) | 6% | 13% | 0.0% | -7% | 4% | -8% | 4% | -6%
CS(=O)(=O)N(CC(=O)N1CCc2ccccc2C1)c1ccc2c(c1)OCO2 | -5% | -17% | 3.3% | 0% | 7% | 2% | -4% | -12%[46.1 µM]

5 entries drawn at random from the list so far, as already listed:
SMILES | Tau fluor counter | GLA spleen mod | Epigenetic reg | TR SRC2 fluor cs | Tau fibril FP | CBFb RUNX1 block | TRb SRC2 PPI | NPSR antagonist
COc1ccc2c(c1)O[C@@H](c1cccc(C(F)(F)F)c1)[C@H](OC(=O)NCc1ccc3c(c1)OCO3)C2=O | -14% | 8% | 0.0% | -3% | 1% | -7% | 8% | .
CC(C)(C)NC(=O)C(c1ccccn1)N(C(=O)C1CSC(=O)C1)c1ccccc1F (stereo unspecified) | -3% | 2% | 7.4% | -1%[53 µM] | 0% | 5% | 4%[53 µM] | -1%
O=C(CSc1n[nH]c(-c2cccs2)n1)NCc1ccc2c(c1)OCO2 | -12% | 2% | 1.6% | -3% | -5% | 3% | -1% | -5%[46.1 µM]
O=C(NCc1cccs1)c1cccnc1C(=O)O | -3% | 4% | -1.0% | 1% | -1% | -3% | 5% | 1%[46.1 µM]
CC(=O)N1N=C(c2ccccc2)CC1c1cn(C)c2ccccc12 (stereo unspecified) | 6% | 13% | 0.0% | -7% | 4% | -8% | 4% | -6%
